Calpain2 inh = blocks pig calpain II enzyme activity. inhibition, % at 16 µM. 220,000 tested, 0.37% active. purified calpain II, fluorogenic peptide substrate, 30 min;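 active = inhibition above about 50%, limit read from the data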
EP2 mod = modulators of human EP2 prostaglandin E2 receptor. P43116. EP2-expressing cells, cAMP HTRF FRET, PGE2 co-stimulation. induction, % at 25 µM. 260,000 tested, 0.83% active;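 active = compounds whose cAMP rise, as percent of the full-agonist control response, exceeds 60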;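 note: rat C6 glioma line stably carrying human EP2 under a CMV promoter; the protocol text gives 20 µM as final concentration; 100% = response of wells given 1 µM PGE2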
Target sequence (P43116 whole entry, looked up): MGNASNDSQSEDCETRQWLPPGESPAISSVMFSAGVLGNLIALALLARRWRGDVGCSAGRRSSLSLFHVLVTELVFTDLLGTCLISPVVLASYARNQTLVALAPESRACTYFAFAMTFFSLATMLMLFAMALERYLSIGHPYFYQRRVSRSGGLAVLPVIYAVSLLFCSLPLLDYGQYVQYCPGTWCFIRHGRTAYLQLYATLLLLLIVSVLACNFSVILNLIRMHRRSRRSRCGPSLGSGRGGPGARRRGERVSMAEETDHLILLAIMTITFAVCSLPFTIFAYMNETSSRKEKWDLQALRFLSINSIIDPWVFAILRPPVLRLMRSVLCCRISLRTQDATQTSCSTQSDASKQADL
Rad51 HR inh = Rad51 (human) homologous recombination inhibition | 200,000 tested, 0.085% active | inhibition, % at 10 µM | hRad51 DNA strand exchange, fluorescence dequenching | AID 1385;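 active = inhibition above 40% at the single screening dose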;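 note: 0% = DMSO control wells and 100% = blanks with heterologous ssDNA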
Target sequence (Q06609 whole entry, looked up): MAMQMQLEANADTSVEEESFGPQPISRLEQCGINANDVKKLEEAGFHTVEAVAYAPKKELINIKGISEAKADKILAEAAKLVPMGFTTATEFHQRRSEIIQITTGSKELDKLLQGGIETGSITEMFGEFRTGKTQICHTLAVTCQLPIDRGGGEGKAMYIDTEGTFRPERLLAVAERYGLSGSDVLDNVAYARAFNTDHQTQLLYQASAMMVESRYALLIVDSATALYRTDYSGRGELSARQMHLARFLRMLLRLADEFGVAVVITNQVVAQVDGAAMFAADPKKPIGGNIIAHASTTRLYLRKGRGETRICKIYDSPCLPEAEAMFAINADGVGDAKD
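System: hRad51 filaments on single-stranded DNA; reagent: Fluorescein- and BHQ1-tagged 47-mer duplex; compound dosing: one concentration, 10 µM final; timing: filaments 15 min 37 °C, then compound 30 min; measured by: fluorescein emission 520 nm, excitation 485 nm; benchmarks: per-plate controls and blanks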
eIF4E-4G inh = blocks eIF4E binding to eIF4G; P63073+Q04637; TR-FRET eIF4E-eIF4GI(517-606) binding, 2 h; inhibition, % at 21.7 µM; 220,000 tested, 0.37% active;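 active = inhibition above about 30%, limit read from the data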;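 note: 0% = full FRET control wells and 100% = background wells lacking eIF4GI fragment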
PGE2 EP2 inh = blocks the human prostaglandin E2 receptor EP2; P43116; C6 glioma cells expressing human EP2, cAMP TR-FRET; cells stimulated with saturating PGE2; inhibition, % at 25 µM; 260,000 tested, 0.52% active; AID 1422;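 active = percent inhibition above 40 after rounding to a whole number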;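 note: rat C6 glioma host cells with rolipram phosphodiesterase inhibitor present; the protocol text gives 20 µM as final concentration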
14-3-3 Bad PPI = disrupts binding of bovine 14-3-3 zeta to phospho-Bad peptide; inhibition, % at 21.7 µM; TR-FRET 14-3-3zeta/Dy647-pBad peptide displacement, 1 h; P63103; 220,000 tested, 0.71% active;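 active = inhibition above about 70%, limit read from the data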;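 note: 0% = full 14-3-3 plus peptide FRET controls and 100% = background without 14-3-3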
Target sequence (P63103 whole entry, looked up): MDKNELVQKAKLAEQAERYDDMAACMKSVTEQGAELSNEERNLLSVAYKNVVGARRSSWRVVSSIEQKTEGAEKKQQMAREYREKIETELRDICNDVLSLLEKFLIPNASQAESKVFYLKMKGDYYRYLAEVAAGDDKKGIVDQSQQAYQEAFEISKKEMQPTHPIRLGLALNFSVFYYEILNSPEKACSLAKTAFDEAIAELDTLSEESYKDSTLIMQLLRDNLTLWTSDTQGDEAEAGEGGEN
Tb hexokinase = blocks Trypanosoma brucei hexokinase 1 activity. 220,000 tested, 0.11% active. recombinant TbHK1, G6PDH-coupled NADH A340. inhibition, % at 10 µM;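 active = inhibition of 50% or more in the single-dose primary screen; inactive = inhibition below 50%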
Hck Nef HTS = inhibitors of human Hck kinase activated by Nef | Recombinant Hck-YEEI plus Nef, Z-Lyte FRET kinase assay | P08631 | inhibition, % at 20 µM | 220,000 tested, 0.68% active;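 active = Hck-Nef kinase inhibition above about 50%, limit read from the data; inactive = inhibition below that limit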;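 note: 0% = DMSO with Hck plus Nef and 100% = Hck alone without Nef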
zVAD death inh = blocks zVAD induced death of L929 cells; L929 zVAD necroptosis rescue, ATP luminescence, 24 h; with zVAD 60 µM; viability rescue, % at 10 µM; 220,000 tested, 0.38% active;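 active = activation, scaled between plate controls, above about 75%, limit read from the data; inactive = activation under that limit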;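 note: 0% = zVAD with DMSO and 100% = DMSO alone without zVAD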
* marks the source's active call; other numbers are inactive results; i = inactive; . = not tested or not shown; & = joins results of further samples; [ ] = dose if it differs, or a comment. Not all compounds are listed, so the mix of outcomes need not match the whole.

1	Cc1ccc(NC(=O)c2cc3cc(OC(F)(F)F)ccc3[nH]2)cc1
2	CCOc1ccc(OCC)c(S(=O)(=O)N2CCOCC2)c1
3	Cc1ccc(C)c(N2CCN(C(=O)CCn3c(=S)[nH]c4cc5c(cc4c3=O)OCO5)CC2)c1
4	CC(Sc1nc2sc3c(c2c(=O)n1-c1ccccc1)CCCC3)C(=O)O (stereo not given)
5	Cc1ccc(CN=C(Nc2ccccc2)NC2CCCCC2)cc1
6	O=C1CN(c2nc(-c3cccnc3)nc3sc4c(c23)CCCC4)CCN1
7	O=C(CSc1cc(Cl)ccc1Cl)NC1CCCc2ccccc21 (stereo not given)
8	CSc1ccccc1C(=O)Nc1ccc(C)cc1C

Screen / compound no.	1	2	3	4	5	6	7	8
Calpain2 inh	-27	-3	-120	6	-2	-133	13	-18
EP2 mod	-15	13	-21	-9	-44	-12	-6	9
Rad51 HR inh	-1	-2	-9	-2	-6	-19	2	6
eIF4E-4G inh	2	0	1	1	-2	2	0	0
PGE2 EP2 inh	6	7	8	10	2	12	7	8
14-3-3 Bad PPI	1	5	6	4	-13	4	-6[fluorescence artefact?]	2
Tb hexokinase	-17	-4	-22	-26	8	-19	31	-3
Hck Nef HTS	3	17	0	18	-5	49	6	-4
zVAD death inh	1.5	3.3	-0.2	0.8	1.5	29	0.2	0.6

9	O=C1CC(N2CCOCC2)C(=O)N1c1ccc2c(c1)OCO2 (stereo not given)
10	COc1ccc(N2CCN(C(=O)CSc3nnc(-c4cccnc4)n3-c3ccc(F)cc3)CC2)cc1
11	CC(C)C(=O)Nc1ccc2oc(=O)ccc2c1
12	c1csc(-c2cn3ccc4ccccc4c3n2)c1
13	Cc1cccc(C(=O)N[C@H](C(=O)Nc2ccc(C)c(S(=O)(=O)N(C)C)c2)C(C)C)c1
14	CC1CCCN(C(=O)C2(NC(=O)Nc3cccc(F)c3)CCCCC2)C1 (stereo not given)
15	CCn1c2ccccc2c2cc(NC(=O)COC(=O)Cc3cn4ccsc4n3)ccc21
16	CC(=O)Nc1sc(N/N=C\c2ccccc2F)nc1-c1cccs1

Screen / compound no.	9	10	11	12	13	14	15	16
Calpain2 inh	-4	-4	-188	-240	-11	13	-50	-59
EP2 mod	13	7	23	-47	-26	4&-37	-47	-23
Rad51 HR inh	13	1	1	7	-2	4	4	6
eIF4E-4G inh	9[fluorescence artefact?]	2	4	4	2	0	-15[fluorescence artefact?]	5
PGE2 EP2 inh	14	.	9	9	4	10&5	5	9
14-3-3 Bad PPI	-11	-1[fluorescence artefact?]	17	1	-15	1	-1	5
Tb hexokinase	5	1	-10	-6	-1	7	-2	-16
Hck Nef HTS	6	15	15	26	24	-10	-1	1
zVAD death inh	0.0	-1.4	-0.7	0.6	-0.1	-0.5	2.6	3.2

17	O=C(COC(=O)Cc1c[nH]c2ccccc12)Nc1cccc2ccccc12
18	O=C(O)Cc1nc(-c2cccnc2)sc1-c1ccc(Br)cc1
19	O=C(CCc1ccccc1O)N/N=C/c1ccc(Sc2cccc3cccnc23)o1
20	CC(C)NC(=O)COc1ccc(S(=O)(=O)N2CCOCC2)cc1
21	Cc1ccsc1/C=N/NC(=O)c1ccco1
22	COC(=O)CC1C(=O)NC2CCCCC2N1C(=O)c1ccccc1 (stereo not given)
23	COc1ccc(C(C)=O)cc1COC(=O)c1ccc(N)c([N+](=O)[O-])c1
24	Fc1ccc(C2=Nn3c(Cc4ccccc4)nnc3SC2)cc1

Screen / compound no.	17	18	19	20	21	22	23	24
Calpain2 inh	7	-20	-63	-35	23	5	22	23
EP2 mod	-66	-3	-5	19	9	-1	-29	18
Rad51 HR inh	.	-17	2	-7	4	6	-14	0
eIF4E-4G inh	-4	1	1[fluorescence artefact?]	9	-3	-2	6	0
PGE2 EP2 inh	12	17	6	8	5	9	1	7
14-3-3 Bad PPI	-22[fluorescence artefact?]	0	4[fluorescence artefact?]	-3	4	1	38	6
Tb hexokinase	33	-6	-21	-7	-57	3	-2	0
Hck Nef HTS	3	12	-1	-3	0	12	22	3
zVAD death inh	1.2	1.3	0.1	-1.1	0.7	-0.2	-0.4	0.0

One compound at a time, as listed above. Order of screens: Calpain2 inh | EP2 mod | Rad51 HR inh | eIF4E-4G inh | PGE2 EP2 inh | 14-3-3 Bad PPI | Tb hexokinase | Hck Nef HTS | zVAD death inh
CC(=O)Nc1sc(N/N=C\c2ccccc2F)nc1-c1cccs1 is entered as -59 | -23 | 6 | 5 | 9 | 5 | -16 | 1 | 3.2
COc1ccc(N2CCN(C(=O)CSc3nnc(-c4cccnc4)n3-c3ccc(F)cc3)CC2)cc1 is entered as -4 | 7 | 1 | 2 | . | -1[fluorescence artefact?] | 1 | 15 | -1.4
Cc1cccc(C(=O)N[C@H](C(=O)Nc2ccc(C)c(S(=O)(=O)N(C)C)c2)C(C)C)c1 is entered as -11 | -26 | -2 | 2 | 4 | -15 | -1 | 24 | -0.1

New compounds follow.
25	Cc1ccc2cc(CN(Cc3nnnn3C3CCCC3)C3CCCCC3)c(=O)[nH]c2c1C
26	O=C(Nc1cc(Sc2ccccn2)cc([N+](=O)[O-])c1)c1cccc(F)c1
27	CCOC(=O)C1CCCN(C(=O)c2cc(Nc3ccc(OC)cc3OC)nc3ccccc23)C1 (stereo not given)
28	Nc1cccc(-c2nc3ccc(N)cc3s2)c1
29	COc1cc(OC)cc(C(=O)N[C@H](C(=O)Nc2cccc(S(=O)(=O)N3CCCC3)c2)C(C)C)c1
30	COc1ccc(-c2[nH]c(-c3ccc(C)cc3)nc2SCC(=O)Nc2nccs2)cc1
31	COc1ccc(-n2c(Cc3cccn3C)nnc2SCC(=O)Nc2ccc(C)c(Cl)c2)cc1
32	CN(C)C(=O)c1ccc(Oc2ccc(C(=O)N(C)C)cc2)cc1

Screen / compound no.	25	26	27	28	29	30	31	32
Calpain2 inh	-7	53*	-39	i	10	-3	14	5
EP2 mod	46&25	-30	7	-38	10	0	25	17
Rad51 HR inh	-6	2	4	1	.	0	-1	-4
eIF4E-4G inh	-1[fluorescence artefact?]	-2	0	-16	-16	-1	4	-3
PGE2 EP2 inh	5	10	8	15	5	6	6	8
14-3-3 Bad PPI	12	-4[fluorescence artefact?]	-1	-18	-1	17	2	5
Tb hexokinase	-2	22	-17	-32	-2	-3	1	-1
Hck Nef HTS	17	2	0	14	7	0	-3	0
zVAD death inh	0.4	0.8	-0.5	0.2	-0.4	3.7	3.3	0.3

Shown with tabs: part of the list above
entry	smiles	Calpain2 inh	EP2 mod	Rad51 HR inh	eIF4E-4G inh	PGE2 EP2 inh	14-3-3 Bad PPI	Tb hexokinase	Hck Nef HTS	zVAD death inh
32	CN(C)C(=O)c1ccc(Oc2ccc(C(=O)N(C)C)cc2)cc1	5	17	-4	-3	8	5	-1	0	0.3
26	O=C(Nc1cc(Sc2ccccn2)cc([N+](=O)[O-])c1)c1cccc(F)c1	53*	-30	2	-2	10	-4[fluorescence artefact?]	22	2	0.8

(more compounds)
33	COc1cccc(-c2csc(N3CCN(CC(=O)NNC(=O)c4ccc(Cl)cc4)CC3)n2)c1
34	O=C(CCCOc1ccc(Cl)cc1Cl)NCC1CCCO1 (stereo not given)
35	O=c1cc(-c2ccccc2)n(S(=O)(=O)c2ccccc2)o1
36	CCNc1ccc(S(=O)(=O)C(F)(F)F)cc1NC(=O)C12CCC(CC1)C2
37	Cc1c(NCc2ccccc2O)c(=O)n(-c2ccccc2)n1C
38	COc1cc(C(=O)NC(=S)Nc2ccc(NC(=O)c3ccco3)cc2)cc(OC)c1OC
39	Cc1ccc2cccc(Oc3cnccn3)c2n1
40	CCOC(=O)c1cc(-c2ccccc2)sc1NC(=O)c1ccc(OC)cc1

Screen / compound no.	33	34	35	36	37	38	39	40
Calpain2 inh	-11	-15	-17	25	-4	12	-17	-25
EP2 mod	35	-30	22	-4	11	-1	10	34
Rad51 HR inh	-1	-5	-1	-3	18	.	-3	2
eIF4E-4G inh	9	-6	5[fluorescence artefact?]	-6	-5	6	6[fluorescence artefact?]	3
PGE2 EP2 inh	18	10	13	76*	9	11	6	2
14-3-3 Bad PPI	-16	-4	57	2	2	8[fluorescence artefact?]	-2[fluorescence artefact?]	-3
Tb hexokinase	0	4	-8	-1	-7	-10	1	-6
Hck Nef HTS	-1	7	11	-1	25	2	3	1
zVAD death inh	0.7	1.7	0.3	0.3	1.1	0.6	-0.4	0.1

41	CC1CCc2c(sc3ncn(N)c(=N)c23)C1 (stereo not given)
42	CSc1nc(-c2ccccc2)c(-c2ccccc2)[nH]1
43	Cc1ccccc1OC(C)c1nc(-c2ccccc2)no1 (stereo not given)
44	O=C(CCCc1cccs1)Nc1nccs1
45	C=CCOC(=O)N1CCN(c2cccc(C(F)(F)F)c2)CC1
46	C/C=C\C=C/C(=O)Nc1cccc(C2=NOC3(C2)C[C@@H](C(N)=O)N(C(=O)c2ccc(Cl)cc2)C3)c1 (stereo not given in full)
47	O=C1NCCCC1C(=O)N/N=C/c1cc([N+](=O)[O-])ccc1O (stereo not given)
48	CCOc1cc(N2CCOCC2)c(OCC)cc1NC(=O)CCS(=O)(=O)c1ccc(Cl)cc1

Screen / compound no.	41	42	43	44	45	46	47	48
Calpain2 inh	6	-46	14	23	-5	5	1	-2
EP2 mod	-52	24	-9	-33	14	-2	32	18
Rad51 HR inh	13	2	2	-14	-2	-8	20	-8
eIF4E-4G inh	1	-1	-8	2	28	4	-1	6
PGE2 EP2 inh	6	5	5	2	7	14	8	10
14-3-3 Bad PPI	-2	-6	-7	17	5	3	-2	-5
Tb hexokinase	-11	-5	4	9	5	-14	-44	-8
Hck Nef HTS	16	0	14	19	1	9	12	2
zVAD death inh	0.5	0.1	-0.2	-2.5	-0.3	-0.5	-0.1	0.2

49	O=C(/C=C/c1ccccc1)N/C(=C/c1ccccc1)C(=O)Nc1ccc(C(=O)O)cc1
50	CC(C)NC(=O)/C(=N\O)c1ccccc1
51	O=C(Cn1c(=S)[nH]c2ccccc2c1=O)N1CCN(c2ccccc2)CC1
52	O=C(O)COCC(=O)Nc1ccc2c(c1)CCC2
53	COCCn1c(SCC(=O)Nc2cccc(S(N)(=O)=O)c2)nc2ccccc21

Screen / compound no.	49	50	51	52	53
Calpain2 inh	0	7	10	0	-7
EP2 mod	11	23	-69	9	15
Rad51 HR inh	-3	1	.	-6	0
eIF4E-4G inh	13	-1	-3	-1	-2
PGE2 EP2 inh	5	7	1	8	8
14-3-3 Bad PPI	1	0[fluorescence artefact?]	-11	49	-8
Tb hexokinase	-3	-7	0	1	-5
Hck Nef HTS	2	-1	19	-1	3
zVAD death inh	0.8	-0.1	0.0	-0.3	-0.6
